Screens: PubChem, several laboratories
OPRM1-OPRD1 inv = inverse agonists of MOR-DOR heterodimerization, primary screen, cell-based, luminescence; Mu-type opioid receptor (Homo sapiens) + Delta-type opioid receptor (Homo sapiens), …; cell-based MOR-DOR heterodimer luminescence, inverse agonism; inhibition, % at 9.3 µM; 0.21% of 340,000 active; AID 504357, 2011; in the data active = inhibition above about 22%, passing the limit was not always enough;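 also: 0% = cells with DMSO and 100% = wells without cells with DMSO; values of inactives mirror those of a sister screen read the other way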
PKA-R1A activ = activators of PKA-R1A holoenzyme, primary screen, biochemical, fluorescence polarization, Cy5-IP20, bovine R1A, mouse PKAc; cAMP-dependent protein kinase type I-alpha regulatory subunit (Bos taurus) + …; PKA-R1A dissociation; scaled: DMSO 0%, 113 µM cGMP 100%; activation, % at 11.4 µM; 0.083% of 340,000 active; AID 504707, 2011;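 active = percent activation above the mean of all tested compounds plus 3 SD, cut at about 19% in these data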;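 also: higher means more PKAc released from R1A so a rise in polarization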
DSG3 Ab inh = inhibitors of pemphigus antibody binding to DSG3, primary screen, biochemical, bead-based, flow cytometry, scFv-GFP; Desmoglein-3 (Homo sapiens), P32926; DSG3-coupled beads, scFv-anti-DSG3-GFP binding; active compounds read low; binding (percent of control), % at 10 µM; 0.48% of 310,000 active;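 active = binding more than 3 SD below its plate's average and above zero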;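 also: hits lower antibody fragment binding to DSG3; some compounds called inactive have numbers as strong as hits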
DAGLB inhibitor = DAGLB lipase inhibitors, primary screen, biochemical, fluorescence, HTS; AID 504411, 2011; HEK293T DAGLB membrane lysate, EnzChek fluorogenic substrate; 0.059% of 340,000 active; inhibition, % at 5.17 µM; in the data active = inhibition above about 34%;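 also: 0% = enzyme with vehicle and 100% = wells lacking enzyme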
Target sequence (Q8NCG7 whole entry, looked up): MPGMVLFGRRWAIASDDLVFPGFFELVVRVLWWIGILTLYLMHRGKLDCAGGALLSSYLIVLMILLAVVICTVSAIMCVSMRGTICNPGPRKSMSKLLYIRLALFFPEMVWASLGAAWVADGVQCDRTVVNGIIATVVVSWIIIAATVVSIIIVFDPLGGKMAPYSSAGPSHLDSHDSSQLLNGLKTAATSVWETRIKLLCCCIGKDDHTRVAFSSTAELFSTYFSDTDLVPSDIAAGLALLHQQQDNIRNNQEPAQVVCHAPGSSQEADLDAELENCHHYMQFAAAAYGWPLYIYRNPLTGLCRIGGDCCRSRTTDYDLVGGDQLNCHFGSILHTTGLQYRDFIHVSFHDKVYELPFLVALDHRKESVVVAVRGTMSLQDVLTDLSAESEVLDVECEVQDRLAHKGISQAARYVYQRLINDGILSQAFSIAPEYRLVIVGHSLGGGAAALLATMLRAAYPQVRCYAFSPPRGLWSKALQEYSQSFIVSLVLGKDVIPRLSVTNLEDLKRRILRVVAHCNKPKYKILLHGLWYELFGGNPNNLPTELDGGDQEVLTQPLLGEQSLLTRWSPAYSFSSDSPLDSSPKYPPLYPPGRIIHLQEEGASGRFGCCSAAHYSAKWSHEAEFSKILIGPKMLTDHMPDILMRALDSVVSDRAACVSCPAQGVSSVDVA
PKA-R2B activ = activators of PKA-R2B holoenzyme, primary screen, biochemical, fluorescence polarization, Cy5-IP20, human | PKA-R2B holoenzyme dissociation; R2B truncated from residue 108, S112A mutant; 0% DMSO only, 100% 113 µM cGMP | activation, % at 11.4 µM | 0.079% of 340,000 active;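 active = activation above a cutoff set at the mean over all compounds plus 3 SD, cut at about 18% in these data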;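 also: higher means more holoenzyme dissociation and a rise in polarization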
HTR5A inv ag = HTR5A inverse agonists in luminescence cell assay, primary screen, counter-screen for OPRM1-OPRD1 heterodimer inverse agonist project, full-deck HTS | 0.083% of 340,000 active | inhibition, % at 9.3 µM | AID 504634, 2011 | HTR5A cell line, inverse agonism; in the data active = inhibition mostly above about 23%, no sharp cut-off; inactive = mostly below about 18%;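 also: 0% = cells with DMSO and 100% = no-cell wells with DMSO; some compounds called inactive have numbers as strong as hits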
Target sequence (P47898 whole entry, looked up): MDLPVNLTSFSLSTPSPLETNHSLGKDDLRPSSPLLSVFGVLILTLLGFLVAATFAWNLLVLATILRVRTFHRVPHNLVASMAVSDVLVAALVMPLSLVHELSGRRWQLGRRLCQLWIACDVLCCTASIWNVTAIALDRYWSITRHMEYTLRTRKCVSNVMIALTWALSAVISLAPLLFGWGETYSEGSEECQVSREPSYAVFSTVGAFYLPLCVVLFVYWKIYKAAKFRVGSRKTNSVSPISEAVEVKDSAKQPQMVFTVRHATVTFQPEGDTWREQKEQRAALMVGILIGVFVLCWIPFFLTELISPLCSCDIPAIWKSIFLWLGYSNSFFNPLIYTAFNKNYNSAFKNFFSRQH
MOR-DOR ag = agonists of OPRM1-OPRD1 heterodimerization, primary screen, cell-based, luminescence | cells | activation, % at 9.3 µM | Mu-type opioid receptor (Homo sapiens) + Delta-type opioid receptor (Homo sapiens), … | 0.3% of 340,000 active | AID 504326, 2011; in the data active = activation above about 18%;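 also: 0% = vehicle-treated cells and 100% = reference agonist; values of inactives mirror those of a sister screen read the other way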
HTR5A ag = HTR5A agonists in luminescence cell assay, primary screen, counter-screen for OPRM1-OPRD1 heterodimer agonist project, full-deck HTS | activation, % at 9.3 µM | cell-based | 0.61% of 340,000 active | 5-hydroxytryptamine receptor 5A (Homo sapiens), P47898; in the data active = activation mostly above about 9.5%, no sharp cut-off; inactive = mostly below about 7.6%;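 also: 0% = cells with vehicle only and 100% = reference agonist; strong numbers were not always called active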
V-ATPase pH = regulators of yeast V-ATPase proton pumping, primary screen, pHLuorin cytosolic pH fluorescence; S. cerevisiae; 0.37% of 350,000 active; response, % at 10 µM; in the data active = response mostly above about 7.3%, no sharp cut-off; inactive = mostly below about 5.4%; also: actives read high; inactives centre near 0; some compounds called inactive have numbers as strong as hits; reference of the scale not given here
Arrestin-AP2 inh = inhibitors of beta-arrestin/AP2 binding, primary screen, biochemical, GPCR trafficking, flow cytometry; 0.31% of 340,000 active; inhibition, % at 10 µM; FITC-arrestin peptide / GST-AP2 beads; AP2 beta2 appendage carries R879A mutation; AID 504490, 2011;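 active = inhibition above a set limit, near 3 SD of compounds lacking own fluorescence, cut at about 54% in these data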;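 also: plate controls were DMSO wells for no effect and 5 µM unlabelled arrestin peptide for full effect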
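System: GST-AP2 R879A bound to glutathione beads, E. coli-expressed. Also added: 50 nM FITC-arrestin peptide. Schedule: compound with beads 12 min RT, then probe 1 h RT. Signal: bead flow cytometry, FITC channel. Read-out basis: percent response.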
* = called active by the depositor; . = no result given.

Compound | OPRM1-OPRD1 inv | PKA-R1A activ | DSG3 Ab inh | DAGLB inhibitor | PKA-R2B activ | HTR5A inv ag | MOR-DOR ag | HTR5A ag | V-ATPase pH | Arrestin-AP2 inh
CC(NCc1ccncc1)C12CC3CC(CC(C3)C1)C2 (stereo not drawn) | 7 | -10 | 101 | -4 | -8 | 4 | -1.3 | -1 | 0 | 46
C/C(=N\O)c1noc(C)c1C(=O)Nc1nccs1 | -3 | -6 | . | -5 | -15 | -5 | 0.5 | 1 | -1 | -1
COc1cccc(N2CCN(CC(=O)NC(C)c3ccccc3)CC2)c1 (stereo not drawn) | 6 | -1 | 120 | -2 | 0 | -7 | -1.3 | 2 | 0 | 36
COc1cc(C(C)=O)ccc1OCC(=O)Nc1ccccc1N1CCCC1 | 16 | 6 | 115 | -7 | -9 | 2 | -2.7 | -1 | -3 | -22
CCOc1ccc(OCc2ccc(C(=O)NCc3ccncc3)o2)cc1 | -9 | -5 | 95 | 4 | 1 | 12 | 1.5 | -5 | -1 | -4
CCCCc1nc2ccc(S(=O)(=O)O)cc2[nH]1 | 19 | -6 | 94 | 1 | -7 | -21 | -3.5 | 6 | 0 | 39
O=C1CSC(c2cccc([N+](=O)[O-])c2)N1c1c(F)cccc1F (stereo not drawn) | 3 | -5 | 107 | 0 | -4 | -4 | -0.6 | 1 | -1 | 46
CC1CCCCC1NC(=O)c1ccc(-n2cncn2)c([N+](=O)[O-])c1 (stereo not drawn) | 6 | 4 | 98 | 0 | -9 | -8 | -1.0 | 3 | -3 | -9
COc1cc(NC(=O)C2CC(c3cccc(OC)c3OC)=NO2)cc(OC)c1OC (stereo not drawn) | -1 | -1 | 104 | 0 | 0 | -20 | 0.3 | 1 | 1 | 3
Cc1nn(CCC(=O)NNC(=S)NCC(C)C)c(C)c1Br | 75* | 0 | 106 | -4 | 0 | 37 | -15 | -11 | 6 | 3
CC1=C(C)C(c2ccccc2)NC(=S)N1 (stereo not drawn) | 11 | -9 | 107 | 1 | 1 | 13 | -2.2 | -1 | -1 | -5
CC(C)(C)OC(=O)N/N=C/c1cccc([N+](=O)[O-])c1 | -17 | 0 | 111 | -1 | -6 | -4 | 3.3 | 3 | 3 | 16
Cn1c(N)c(C(=O)COC(=O)c2cc(-c3ccco3)nc3ccccc23)c(=O)n(C)c1=O | -8 | -4 | 88 | 4 | 8 | -7 | 1.3 | -3 | 0 | 20
Fc1cccc(Nc2nc(Cl)nc(Cl)n2)c1 | 0 | -2 | 117 | -1 | 3 | -9 | 0.1 | 1 | -4 | -7
COc1ccc(-c2csc(NC(=O)CS(=O)(=O)c3ccccc3)n2)cc1OC | . | 6 | 93 | -6 | -4 | . | . | . | -2 | .
CCCCCCCCCCCCS[C@H]1CS(=O)(=O)C[C@@H]1O | -22 | -6 | 113 | -3 | -4 | -17 | 4.2 | 3 | 3 | -6

2 entries from above, reformatted:
structure: Cn1c(N)c(C(=O)COC(=O)c2cc(-c3ccco3)nc3ccccc23)c(=O)n(C)c1=O
  OPRM1-OPRD1 inv: -8	PKA-R1A activ: -4	DSG3 Ab inh: 88	DAGLB inhibitor: 4	PKA-R2B activ: 8	HTR5A inv ag: -7	MOR-DOR ag: 1.3	HTR5A ag: -3	V-ATPase pH: 0	Arrestin-AP2 inh: 20
structure: Fc1cccc(Nc2nc(Cl)nc(Cl)n2)c1
  OPRM1-OPRD1 inv: 0	PKA-R1A activ: -2	DSG3 Ab inh: 117	DAGLB inhibitor: -1	PKA-R2B activ: 3	HTR5A inv ag: -9	MOR-DOR ag: 0.1	HTR5A ag: 1	V-ATPase pH: -4	Arrestin-AP2 inh: -7

New compounds follow.
Compound | OPRM1-OPRD1 inv | PKA-R1A activ | DSG3 Ab inh | DAGLB inhibitor | PKA-R2B activ | HTR5A inv ag | MOR-DOR ag | HTR5A ag | V-ATPase pH | Arrestin-AP2 inh
CCOC(=O)C1=C(C)N=c2s/c(=C\c3ccc(O)c([N+](=O)[O-])c3)c(=O)n2C1c1ccccc1OC (stereo not drawn) | 12 | 5 | 103 | 9 | -5 | -5 | -2.5 | -1 | -2 | 2
CCOC(=O)Cc1nnc(-c2ccccc2)o1 | 13 | -5 | 105 | -1 | -18 | -11 | -2.3 | 4 | -2 | -2
COc1cc(OC)cc(C(=O)OCC(=O)NCc2ccc3c(c2)OCO3)c1 | 12 | -9 | 97 | -6 | -3 | 5 | -2.4 | -2 | 0 | 22
CC1=C/C(=N\NC(=S)Nc2cccnc2)CC(C)(C)C1 | 23 | 7 | . | -5 | -7 | 15 | -5.2 | 2 | 1 | -8
COc1cccc(C(=O)OC2CCN(C)CC2)c1 | 15 | -8 | 91 | -1 | -13 | 11 | -2.9 | 4 | 3 | 35
O=C(/C(=C(\[O-])c1ccccc1)[n+]1ccc2ccccc2c1)c1ccc(Cl)cc1 | -17 | 4 | 107 | 0 | -11 | -2 | 2.6 | -5 | 1 | -2
COCCN(C(=O)COC(=O)c1ccc(Cl)nc1)c1c(N)n(Cc2ccccc2)c(=O)[nH]c1=O | 1 | 6 | 99 | 1 | 12 | 6 | -0.2 | -5 | 2 | -5
O=C(NCc1ccccn1)c1ccccc1OCc1ccc(Cl)cc1Cl | -2 | -7 | 103 | -3 | -3 | -1 | 0.4 | 0 | 3 | -15
O=C(N/N=C/c1ccc(-c2cccc(C(F)(F)F)c2)o1)c1ccccc1O | 4 | -2 | 98 | 1 | -1 | 4 | -0.8 | -2 | 3 | -7
O=C(O)COc1ccc(NC(=O)C(c2ccccc2)c2ccccc2)cc1 | 14 | -4 | 96 | -1 | -3 | -4 | -3.1 | 1 | -1 | 6
COc1cccc(NC(=O)CN(C)C(=O)c2cc(-c3ccc(F)cc3)nc3ccccc23)c1 | -1 | 1 | 99 | 1 | 3 | -10 | 0.1 | 4 | -1 | -15
Cc1csc(N(C(=O)c2cccc(S(=O)(=O)N(C)C)c2)c2ccccc2)n1 | -4 | 9 | 100 | -2 | -1 | -14 | 0.7 | -4 | 3 | 36
CCOC(=O)c1c(C)[nH]c(C)c1C(=O)CN1C(=O)NC2(CCCCCC2)C1=O | -3 | -1 | 105 | -2 | -5 | -5 | 0.6 | -2 | -2 | -23
O=S(=O)(c1ccc(Cl)cc1)n1c(Cc2ccccc2)nc2ccccc21 | 17 | -8 | 114 | -2 | 4 | 7 | -3.2 | 1 | 0 | 0
COC(=O)c1ccc(/C=C2\SC(=S)N(CCCC(=O)NCCCN3CCOCC3)C2=O)cc1 | -12 | -4 | 121 | 1 | 7 | -16 | 1.5 | 5 | 2 | -5
CCc1cccc(C)c1NC(=O)c1cc(=O)[nH]c2ccc(S(=O)(=O)N3CCOCC3)cc12 | 8 | -11 | . | 1 | 2 | 1 | -2.1 | 0 | -2 | -22
COc1cccc(NC(=O)C(=O)c2cn(CC(=O)N3CCOCC3)c3ccccc23)c1 | -4 | -9 | 104 | 0 | -2 | 6 | 0.8 | -1 | -3 | 14
CCOc1ccc(NC(=O)COC(=O)C23CC4CC(CC(C4)C2)C3)c([N+](=O)[O-])c1 | -19 | 1 | 113 | -7 | 1 | -18 | 3.5 | 2 | 5 | 3
FC(F)Sc1ccc(NC(=S)NC2CCC(NC(=S)Nc3ccc(SC(F)F)cc3)CC2)cc1 (stereo not drawn) | 13 | -10 | . | 1 | -12 | -25 | -2.7 | -3 | -3 | 3
Cc1ccccc1Sc1ncnc2onc(C)c12 | 6 | -18 | 100 | -6 | -13 | 1 | -1.5 | 0 | 0 | -7
CC1CN(C(=O)c2cc(S(=O)(=O)N3CCN(c4ccccc4)CC3)ccc2Cl)CC(C)O1 (stereo not drawn) | 4 | -7 | 104 | 0 | -1 | -6 | -0.6 | 2 | 4 | -3
CC1(c2ccccc2)CC(c2ccccc2)=Nc2nonc2N1 (stereo not drawn) | 0 | 3 | . | -2 | -2 | -2 | 0.0 | 4 | -2 | -9
CC(C)NCC(O)COCc1ccc(Cl)cc1 (stereo not drawn) | 14 | -2 | 104 | 2 | -3 | 4 | -2.5 | 7 | -2 | 1
Cc1nc(-c2ccc(O)c(O)c2)cs1 | 0 | -5 | 102 | 1 | -3 | -6 | 0.0 | -4 | 0 | 22
CCc1cccc(C)c1NC(=O)C(c1ccc(O)cc1)N1CCC1=O (stereo not drawn) | 6 | -3 | 100 | -1 | -7 | 4 | -1.0 | 0 | -4 | 7
CC1(C)CC(NC(=O)C23CCC(C)(C2Br)C3(C)C)CC(C)(C)N1 (stereo not drawn) | 0 | 1 | 103 | 0 | -1 | -1 | 0.0 | 4 | 0 | 1
Cc1ccsc1C(=O)N1CCN(c2ccccn2)CC1 | 3 | 4 | 117 | -1 | -4 | 3 | -0.6 | -1 | -1 | 25
CCCc1cc(Nc2ccccc2)n2ncnc2n1 | -6 | -2 | 105 | 5 | 1 | -2 | 1.3 | 1 | -2 | 16
Cc1ccc(S(=O)(=O)Nc2nc(CN3CCOCC3)nc3sc(C(=O)O)c(C)c23)cc1 | . | 1 | 99 | -1 | 6 | . | . | . | 1 | .
Cc1cccnc1NC(=O)CSc1nnc(CNC(=O)c2cccc([N+](=O)[O-])c2)n1C | 2 | -9 | . | 2 | 6 | 5 | -0.5 | -3 | -3 | 15
O=C(Nc1c(F)cc(F)cc1Br)c1cc(-c2ccc(O)cc2)on1 | -40 | 7 | 103 | -7 | -2 | -17 | 6.8 | 6 | -3 | 1
CSCC[C@H](N)C(=O)N1CCC(C(=O)N[C@@H](Cc2c[nH]c3ccccc23)C(=O)O)CC1 | 8 | 0 | 100 | -9 | -3 | -10 | -1.7 | 3 | 0 | 31
CCOC(=O)NC(=O)c1cn(CCN(C)C)c(=O)[nH]c1=O | 16 | -1 | 86 | -1 | 6 | 3 | -3.2 | 1 | 0 | 0
Cc1cc(NC(=O)CSCC(=O)OCC(=O)c2cccc(Br)c2)no1 | 27* | -5 | . | 3 | -1 | 20 | -6.5 | -8 | 2 | -4
O=C(COC(=O)/C=C/c1ccccc1Cl)Nc1cccnc1Cl | 3 | -4 | . | -13 | 2 | 17 | -0.8 | -3 | 0 | 7
COc1ccc(CNC(=O)C(=O)NC2CCC(C)CC2)cc1 (stereo not drawn) | 8 | -6 | 110 | 2 | -4 | -6 | -1.5 | 2 | 5 | 14
COc1ccc(CSC2=C(C#N)C(=O)NC3(CCCCC3)S2)cc1 | . | -4 | 106 | 13 | 3 | . | . | . | -3 | .
